From PubChem BioAssay
Giardia FBPA inh – inhibitors of Giardia lamblia fructose-1,6-bisphosphate aldolase | A8B2U2 | hit rate 0.71% among 290,000 | Potency, µM (series often up to 59.6 µM), inactives show at the highest dose activity, negative = inhibition, most hits filed as inhibitors | AID 2451 | purified Giardia FBPA; active = well fitted inhibition curve with a large enough effect; inconclusive = small, poorly fitted or top-dose-only effect, or effect the other way; also: nearly all actives have a fitted effect of over 55% in size
Target sequence (A8B2U2 whole entry, looked up): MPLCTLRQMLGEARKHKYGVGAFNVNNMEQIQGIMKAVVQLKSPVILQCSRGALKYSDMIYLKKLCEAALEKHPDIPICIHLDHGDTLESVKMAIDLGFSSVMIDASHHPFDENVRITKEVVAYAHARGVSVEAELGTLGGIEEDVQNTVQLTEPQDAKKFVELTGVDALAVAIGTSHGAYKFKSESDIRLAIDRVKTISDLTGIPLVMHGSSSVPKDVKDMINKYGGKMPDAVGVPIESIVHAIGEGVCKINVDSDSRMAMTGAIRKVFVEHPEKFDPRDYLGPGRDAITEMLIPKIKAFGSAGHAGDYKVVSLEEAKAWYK
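Giardia FBPA (40 nM reagent) was preincubated 10 min at RT with compound (up to 57.5 uM final), then substrate plus GAPDH/TPI/NAD/arsenate coupling system with diaphorase/resazurin was added; resorufin fluorescence (525/598 nm) was read after 20 min.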
* marks the source's active call; other numbers are inactive results; u = inconclusive; & = joins results of further samples; [ ] = remark or other dose. % is scaled to controls: 0 for no effect and ±100 for the full control effect; potency is read from the fitted curve at half-maximal effect.

SMILES | Giardia FBPA inh
CCN1C(=O)[C@H]2[C@H]3[C@H](O)[C@H](O)C/C(=N/OCC(C)C)[C@H]3CC[C@@H]2C1=O | -0.7%[12.9 µM]
COc1cc([C@H]2c3cc4c(cc3[C@@H](O)[C@@H]3COC(=O)[C@H]23)OCO4)cc(OC)c1OC | -1.6%[21.7 µM]
O=C1C[C@@H](O)[C@@H](O)[C@H]2[C@@H]3C(=O)N(c4cccc(Oc5ccccc5)c4)C(=O)[C@@H]3CC[C@H]12 | -0.5%&-0.4%[12.9 µM]
COc1cccc(-c2nc(NCc3ccccc3OC)c3ccccc3n2)c1 | -16.3%
CCCCCCCCCCC/C=C\C/C=C\CCCC(=O)O | 1.9%
O=[N+]([O-])c1ccccc1S(=O)(=O)NCC1CCC(CNCC2CCc3ccccc3C2)CC1 (stereo unspecified) | 2.8%
COc1cc2ncnc(Nc3cccc(Br)c3)c2cc1OC | u
O=C1CCCC2C3CC(CN12)C1CCCCN1C3 (stereo unspecified) | 3.3%
CO[C@@H](C(C)C)[C@@H](C)[C@@H]1OC(=O)C[C@@H]1O | -1.3%[12.9 µM]
COC(=O)C1=C(C)N(Cc2ccco2)C(=O)N[C@@H]1c1ccc(Br)cc1 | -0.1%[12.9 µM]
CN1CCc2cc(O)cc3c2C1Cc1ccc(O)c(O)c1-3 (stereo unspecified) | 14.1µM*
Cc1ccccc1-c1nc(-n2ccnc2)c2ccccc2n1 | -0.6%
C[C@@H]1C[C@](C)(C(=O)c2ccc3c(c2)OCO3)C=C1c1ccc2c(c1)OCO2 | -0.3%
COc1ccc2c(c1)O[C@@H](c1ccc3c(c1)OCO3)[C@H](OC(=O)NCCOc1ccccc1)C2=O | -0.6%
COC(=O)c1ccccc1C[C@]1(C(=O)OC)C=C[C@H](C)[C@@H](c2ccccc2)N1C(=O)C(F)(F)F | 0.1%
NCCCCNS(=O)(=O)c1ccc2c(Cl)cccc2c1 | -6.5%
Cn1c(=O)c(-c2ccc(Cl)cc2)nc2cncnc21 | 7.6%
COc1cccc(Cn2c(=O)c(CCc3ccccc3)nc3cnc(N(C)C)nc32)c1 | -2.6%
CN1CCN(c2ncc3nc(-c4ccccc4)c(=O)n(Cc4ccc(F)cc4)c3n2)CC1 | -1.3%
COc1ccc2c(c1)OC1(O)COc3cc(OC)c(OC)cc3C1=C2 (stereo unspecified) | -9.7%

Part of the list above in another layout.
COc1cccc(Cn2c(=O)c(CCc3ccccc3)nc3cnc(N(C)C)nc32)c1
  Giardia FBPA inh: -2.6%
Cc1ccccc1-c1nc(-n2ccnc2)c2ccccc2n1
  Giardia FBPA inh: -0.6%
CN1CCc2cc(O)cc3c2C1Cc1ccc(O)c(O)c1-3 (stereo unspecified)
  Giardia FBPA inh: 14.1µM*
COc1ccc2c(c1)OC1(O)COc3cc(OC)c(OC)cc3C1=C2 (stereo unspecified)
  Giardia FBPA inh: -9.7%

Next section:
SMILES | Giardia FBPA inh
Cc1cccc(CNc2ccnc(-c3ccccc3C(F)(F)F)n2)c1 | -8.7%
Cn1c(=O)c(CCc2ccccc2)nc2cnc(Oc3ccccc3)nc21 | 1.4%
Cc1noc(C)c1-c1nc(NC2CCNCC2)c2ccccc2n1 | -5.0%
N=S(=O)(O)Cc1noc2ccccc12 | -0.7%
CC(=O)N1CCC2(CC1)CN(Cc1ccccc1)C2 | 0.4%
CC(C)(C)[Si](C)(C)c1c2c(nc3ccc(OCc4ccccc4)cc13)-c1cccc(=O)n1C2 | -12.5%
COC(=O)[C@@H]1C[C@@H]2CC[C@@H](O)C[C@@H]2N1Cc1ccc(-c2ccccc2)cc1 | 0.7%
N#Cc1ccc(CN2CC[C@@]3(CCCN(C(=O)Oc4ccccc4)C3)C2)cc1 | -0.8%
O=C(/C=C/c1ccc(O)cc1)c1cccs1 | 2.6%
CN(C)c1ncc2nc(-c3ccc(Cl)cc3)c(=O)n(CCC#N)c2n1 | 6.2%
Oc1ccc2c(c1)OC(c1ccc(O)c(O)c1)C(O)C2 (stereo unspecified) | -25.7%
CCCCNc1nc(C)nc2c1nc(-c1ccccc1)n2CC(C)(C)CN(C)C | 2.8%
CC(C)CN1CC[C@@]2(CCCN(C(=O)c3cc(C(F)(F)F)cc(C(F)(F)F)c3)C2)C1 | -5.3%
COc1ccc(-n2c(=O)c(C)nc3cnc(OC)nc32)cc1 | -16.3%
CC1=C(C(=O)OCc2ccccc2)C(c2ccc(C3CCCCC3)cc2)NC(=O)N1CCCCCC(=O)O (stereo unspecified) | 18.4%
C=CCC(C)(NCc1ccccc1)C(=O)OCC (stereo unspecified) | 6.6%
CC(=O)c1ccc(OC2C(O)COC2/C=C/c2ccc(Cl)cc2)cc1 (stereo unspecified) | 1.6%&-2.5%[12.9 µM]
COc1ccc(-n2c(=O)c(CCc3ccccc3)nc3cnc(N4CCOCC4)nc32)cc1 | 0.3%
O=c1c(-c2cccs2)nc2cnc(N3CCOCC3)nc2n1Cc1cccs1 | 6.0%
N#Cc1ccc(CN2CCC3(CC2)CCN(C(=O)Oc2ccccc2)CC3)cc1 | 2.4%
COCCn1c(=O)c(-c2cccc(Cl)c2)nc2cncnc21 | 2.6%
COC(=O)[C@@]1(Cc2ccc(OC)cc2)[C@H]2c3cc(C(=O)N4CCCC4)n(CCc4c[nH]c5ccc(OC)cc45)c3C[C@H]2CN1C(=O)c1ccccc1 | -12.9%
O=C(c1cnccn1)N1CCC2(CCCN(c3ccncc3)C2)CC1 | -5.9%
CCCC/C=C/C(NC(=O)c1ccc(-c2ccccc2)cc1)c1ccccc1 (stereo unspecified) | 5.1%
CN(Cc1ccco1)c1cc(-c2ccccc2C(F)(F)F)ncn1 | -12.9%
CNC(=O)[C@@]1(Cc2ccccc2)C=C[C@@H](C)N1C(C)=O | 2.3%
c1ccc2c(N3CCNCC3)nc(-c3ccoc3)nc2c1 | -9.8%
C=CCOC(=O)C(C(C)=O)C(NC(=O)OC)c1ccc(F)cc1 (stereo unspecified) | 2.3%[12.9 µM]
COc1ccc(CNc2nc(-c3c(C)noc3C)nc3ccccc23)c(OC)c1 | -13.0%
C=CCC1C=CC(OC(=O)OCC)C(COC(=O)OCC)O1 (stereo unspecified) | -0.4%[12.9 µM]
COC/C=C/C1=CC2=CC(=O)C(C)(OC(=O)c3cnc4ccccc4n3)C(=O)C2=CN1c1cccc(C#N)c1 (stereo unspecified) | -12.1%[12.9 µM]
O=C(CN1CCCCC1c1cccnc1)c1ccccc1 (stereo unspecified) | -6.5%
CC(C)NC(=O)N1CC[C@@]2(CCCN(S(=O)(=O)c3ccccc3)C2)C1 | 3.6%
CCCCCC(=O)Cc1cc(O)cc(O)c1C(=O)Oc1cc(CC(=O)CCCCC)c(C(=O)O)c(OC)c1 | 7.8%
C=C1C(=O)C=C2CN(C(=O)c3ccccc3)[C@@](Cc3ccc(OC)cc3)(C(=O)OC)[C@@H]12 | -11.1%
CC(C)C(N)C(=O)NC(Cc1c[nH]c2ccccc12)C(=O)O (stereo unspecified) | -13.7%
Fc1ccc(Nc2ccnc(-c3ccc4c(c3)OCO4)n2)cc1 | -6.7%
CN1CC(CO)=C[C@H]2c3cccc4[nH]cc(c34)C[C@H]21 | u
COC(=O)[C@H](Cc1ccccc1)NC(=O)O[C@@H]1Cc2cc(OC)ccc2O[C@H]1c1cccc(OC)c1 | -11.1%
O=C(c1csnn1)N1CCC2(CC1)CN(Cc1cc(C(F)(F)F)cc(C(F)(F)F)c1)C2 | -0.1%
C=C(CC1(CNP(=O)(c2ccccc2)c2ccccc2)CC1)c1ccccc1 | 0.3%
C[C@@H]1C=C[C@](Cc2ccccc2)(C(=O)NCCCNc2ncc(C(F)(F)F)cc2Cl)N1C(=O)c1ccccc1 | -7.4%
CCNc1ncc2nc(-c3cc(F)cc(F)c3)c(=O)n(-c3ccccc3)c2n1 | -5.8%
COc1ccc(-c2nc3cnc(Nc4cccc(OC)c4)nc3n(C)c2=O)cc1 | -17.8%
COC(=O)c1cc2c(cn1)[nH]c1ccccc12 | -4.7%
CC1(C)C(=O)C=C[C@]2(C)C1CC(=O)[C@]1(C)C2CC[C@@]2(C)C(c3ccoc3)OC(=O)C3O[C@@]321 (stereo partly specified) | 1.1%
NCC(O)c1ccc(O)c(O)c1 (stereo unspecified) | u
COc1ccccc1-c1nc(NCc2cccnc2)c2ccccc2n1 | -0.9%
CC(C)C[C@@H](CC(=O)N[C@@H](CCC(=O)O)CC(=O)O)NC(=O)[C@@H]1CNCC[C@H]1NC(=O)C[C@@H](NC(=O)C[C@H](Cc1ccccc1)NC(=O)[C@@H]1CNCC[C@H]1N)C(C)C | u
COc1ccc2[nH]cc(CCNc3cc(-c4ccccc4C)ncn3)c2c1 | -4.2%
CC1(C(=O)NCCCNc2ncc(C(F)(F)F)cc2Cl)C=CC2(CCCCC2)N1C(=O)c1ccccc1 (stereo unspecified) | 0.1%
O=C1[C@H]2[C@H]3[C@H](O)[C@H](O)C/C(=N/OC[C@@H](O)COCc4ccco4)[C@@H]3CC[C@@H]2C(=O)N1C1CCCCC1 | -4.0%[12.9 µM]
COCCNC(=O)C1(C)C=CCN1C(C)=O (stereo unspecified) | 0.7%
COc1ccc(OC2C=CC(C#Cc3ccc(F)cc3F)OC2CO)cc1 (stereo unspecified) | -1.8%&-5.1%[12.9 µM]
Cc1cnc(CNc2ccnc(-c3ccc(N(C)C)cc3)n2)cn1 | -24.2%
NCCCC(N)CC(=O)NCC1NC(=O)C(CO)NC(=O)C(N)CNC(=O)C(C2CCN=C(N)N2)NC(=O)/C(=C\NC(N)=O)NC1=O (stereo unspecified) | -0.2%
COc1ccc(C(=O)N2CCC[C@@]3(CCN(c4ccccc4)C3)C2)cc1 | 3.9%
O=C(c1csnn1)N1CCC2(CC1)CCN(c1ccncc1)CC2 | -6.0%
COC(=O)C1=C(C)N(Cc2ccccc2)[C@]23O[C@](C(=O)OC)(C(=O)N2C1c1ccccc1)C(C(=O)OC)=C3C(=O)OC (stereo partly specified) | 2.5%[12.9 µM]
Cn1cccc1C(=O)N1CCC2(CCCN(C(=O)Nc3cccc(F)c3)C2)CC1 | -7.4%
(more compounds)
SMILES | Giardia FBPA inh
C=CCN1CC[C@]23c4c5ccc(O)c4O[C@@H]2/C(=N/N=C2\CC[C@@]4(O)C6Cc7ccc(O)c8c7[C@@]4(CCN6CC=C)[C@@H]2O8)CC[C@@]3(O)C1C5 | -4.3%
COc1c(C=O)c(=O)[nH]c2c(OC)cccc12 | -10.2%
O=C1c2ccccc2C(Cc2ccncc2)(Cc2ccncc2)c2ccccc21 | -10.4%
O=C(c1csnn1)N1CCC[C@@]2(CCN(c3ccccn3)C2)C1 | -13.2%
CCC12CCCN3CCC4(c5ccc(OC)c(O)c5N(C(C)=O)C4CC1)C32 (stereo unspecified) | 4.0%
CCCCC/C=C\C/C=C\C/C=C\C/C=C\CCCCCC(=O)NCCCC(=O)O | -1.3%
CCCCC1=CC2=CC(=O)C(C)(OC(=O)CC)C(=O)C2=CO1 (stereo unspecified) | -9.5%
CNCCNS(=O)(=O)c1cccc2cnccc12 | 0.0%
COC1CC(OC2CC[C@@]3(C=O)C4CC[C@]5(C)C(C6=CC(=O)OC6)CC[C@@]5(O)C4CC[C@]3(O)C2)OC(C)C1O (stereo partly specified) | -0.1%
COc1ccc(COC(=O)N/N=C2/C[C@@H](O)[C@@H](O)[C@@H]3[C@@H]4C(=O)N(C(C)(C)C)C(=O)[C@H]4CC[C@H]23)cc1 | -1.2%[12.9 µM]
O=C(c1ccncc1)N1CCC[C@@]2(CCN(Cc3ccncc3)C2)C1 | 2.9%
CCO[C@H](c1cc(OC)cc([N+](=O)[O-])c1OC)[C@H](C)/C=C\CC(=O)OC | 2.3%[12.9 µM]
CN(C)Cc1ccccc1-c1nccc(NCc2cccs2)n1 | 0.2%
COC(=O)[C@@]1(Cc2ccc(OC)cc2)[C@H]2c3cc(C(=O)N4CCCC4)n(Cc4ccc(O)c(OC)c4)c3C[C@H]2CN1C(=O)c1ccccc1 | -4.8%
CC12C=C(/C=C/CCc3ccco3)C(C)(C1)[C@H](CCc1ccco1)CC2=O (stereo partly specified) | 1.4%
CC(C)NC(=O)N1CC[C@@]2(CCCN(C(=O)Oc3ccccc3)C2)C1 | 7.5%
CCCCCCC#CC1C=CC(Oc2ccc(C=O)cc2)C(CO)O1 (stereo unspecified) | 0.8%[12.9 µM]
CNC1C2CN3CCC(O2)C13 (stereo unspecified) | -13.8%
COC(=O)C/C=C/C(C)C(OCc1cccc(-c2ccccc2)c1)C1CCCCC1 (stereo unspecified) | -2.3%[12.9 µM]
COCCn1c(=O)c(-c2cccs2)nc2cnc(N3CCN(C)CC3)nc21 | -2.7%

The closing five records of the section above are carried over, then new ones follow.
SMILES | Giardia FBPA inh
CC(C)NC(=O)N1CC[C@@]2(CCCN(C(=O)Oc3ccccc3)C2)C1 | 7.5%
CCCCCCC#CC1C=CC(Oc2ccc(C=O)cc2)C(CO)O1 (stereo unspecified) | 0.8%[12.9 µM]
CNC1C2CN3CCC(O2)C13 (stereo unspecified) | -13.8%
COC(=O)C/C=C/C(C)C(OCc1cccc(-c2ccccc2)c1)C1CCCCC1 (stereo unspecified) | -2.3%[12.9 µM]
COCCn1c(=O)c(-c2cccs2)nc2cnc(N3CCN(C)CC3)nc21 | -2.7%
O=C(NCc1nc2ccccc2[nH]1)[C@H]1C[C@@H]1[C@H](NP(=O)(c1ccccc1)c1ccccc1)c1ccccc1 | 2.5%
COCCn1c(=O)c(-c2ccc(OC)cc2)nc2cnc(N3CCOCC3)nc21 | 4.7%
CN(C)c1ncnc2ccc(-c3ccccc3C#N)cc12 | -8.1%
CS(=O)(=O)Nc1cccc(-c2ccc3ncnc(NCc4cccs4)c3c2)c1 | -3.3%
COc1ccc2c(c1)OC/C(=C/c1ccc(OC)c(OC)c1)C2=O | -4.9%

This is a subset; count on the stated rates, not on these rows.
